Screens deposited in PubChem BioAssay by Broad Institute.
LGR2 inh = inhibitors of bursicon-induced Drosophila LGR2 receptor cAMP signaling; actives 0.35% (n = 380,000); inhibition, % at 9.99 µM; HEK293 LGR2, CRE-luciferase, bursicon-stimulated, 4 h;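 active = drop in luminescence signal, shown as inhibition above about 50% in the replicate tests, limit read from the data, passing the limit was not always enough; inconclusive = probably only some replicates passing the limit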;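 also: agonist challenge used bursicon conditioned medium at about half maximal strength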
Cneo AK release = Cryptococcus neoformans lysis via adenylate kinase release; C. neoformans lysis, adenylate kinase release luminescence, 4 h; normalised: neutral wells 0, clomiphene wells 100; lysis activity, % at 15 µM; actives 0.2% (n = 360,000);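 active = mean lysis activity across replicates of at least 80%, whatever share of replicates individually reach that level; inactive = mean lysis activity below 80%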
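Assay system: Cryptococcus neoformans yeast cells / Dosing: single-point compound dose / Timing: 4 h at 37 °C static, read 1 h later / Measured by: luminescence of released adenylate kinase using an AK detection reagent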
XiGFP reactiv = reactivates the inactive X chromosome in mouse fibroblasts. XiGFP mouse fibroblasts, % GFP-positive cells imaging, 3 d; cells co-treated with 5-aza-dC sensitizer; scaled so ellipticine positive control = 100%. activation, % at 7.58 µM. actives 0.055% (n = 360,000). AID 743238;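 active = mean normalized replicate activation at least 10% and every replicate at or above 10%; inconclusive = only one of the two criteria met; inactive = mean below 10% and not all replicates reach 10%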;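 also: 0% = median of on-plate neutral control wells and 100% = ellipticine 6 µM median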
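Material: XiGFP fibroblasts, SV40-immortalized. Buffer or medium: DMEM plus 5-aza-dC sensitizer. Compound: single concentration per compound, delivered by pin transfer. Times: 3 days compound exposure. Controls: ellipticine 6 µM.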
SIRT5 inh = inhibitors of human sirtuin-5 desuccinylase. inhibition, % at 15 µM. Purified SirT5, succinyl-peptide AMC, trypsin-coupled fluorescence. actives 1.1% (n = 330,000); in the data active = inhibition above about 15%; inconclusive = no clear call, values can overlap the other calls
Target sequence (Q9NXA8 whole entry, looked up): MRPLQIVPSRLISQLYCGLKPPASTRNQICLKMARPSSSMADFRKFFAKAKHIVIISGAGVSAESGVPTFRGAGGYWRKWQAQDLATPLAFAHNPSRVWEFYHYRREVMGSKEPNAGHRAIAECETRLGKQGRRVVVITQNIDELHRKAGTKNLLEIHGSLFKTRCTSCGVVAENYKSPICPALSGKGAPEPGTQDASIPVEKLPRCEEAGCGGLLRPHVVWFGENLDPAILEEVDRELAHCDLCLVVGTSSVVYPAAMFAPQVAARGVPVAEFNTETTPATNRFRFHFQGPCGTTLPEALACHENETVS
ERAP1 HTS inh = ERAP1 (human) enzyme inhibition; actives 0.15% (n = 340,000); Q9NZ08; inhibition, % at 10.7 µM; recombinant ERAP1, Leu-AMC fluorescence, 60 min;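 active = mean replicate inhibition of at least 30%, or all replicates individually reaching that 30% level; inactive = mean below 30% and not every replicate reaching it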;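 also: 0% = neutral control wells and 100% = L-leucinethiol positive control wells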
S100A4 inh HTS = S100A4-myosin IIA interaction inhibition. P26447. S100A4/TAMRA-MyoIIA peptide fluorescence polarization. inhibition, % at 10.7 µM. actives 0.14% (n = 360,000). AID 652163;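 active = mean inhibition of at least 70% across replicates, with every replicate also reaching that level; inconclusive = mean inhibition reaches 70% but some replicates fall short; inactive = mean inhibition below 70%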
Target sequence (P26447 whole entry, looked up): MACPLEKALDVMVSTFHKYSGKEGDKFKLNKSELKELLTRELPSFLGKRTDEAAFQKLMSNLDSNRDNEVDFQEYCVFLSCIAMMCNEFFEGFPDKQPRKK
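Test system: S100A4 monomer protein. Medium: HEPES buffer with Ca2+, pH 7.2. Reagent: fluorescent myosin IIA peptide, 5 nM. Compound dosing: single-point compound testing. Timing: 5 min between mix addition and reading. Benchmarks: DMSO neutral and TFP positive wells.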
PGC1a acetyl inh = modulators of PGC1a acetylation; U2OS PGC1a acetylation, AlphaScreen anti-acetyl-lysine; with virally co-expressed GCN5 acetyltransferase; inhibition, % at 15.6 µM; actives 0.17% (n = 350,000); AID 651687;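 active = every replicate shows inhibition of at least 40%; inconclusive = mean inhibition at least 40% but some replicate below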;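 also: 0% = neutral control wells and 100% = positive control wells; some results beyond the cut were filed as inactive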
C2C12 statin = suppression of simvastatin myotoxicity; C2C12 myotubes + simvastatin, ATP luminescence, 48 h; scaled: DMSO 0, geranylgeraniol control 100; rescue of ATP level, % at 7.49 µM; actives 0.78% (n = 330,000); AID 602340;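 active = mean ATP rescue above about 67%, or every replicate alone reaching that limit, limit read from the data, passing the limit was not always enough; inconclusive = no clear call, values can overlap the other calls; inactive = mean under the limit and some replicate under it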;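 also: myotubes were challenged with 10 µM simvastatin during compound exposure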
Numbers without * were called inactive; ? = inconclusive; / = not tested or not shown; & = joins results of further samples. A portion of the library (hit frequency here may not be typical).

SMILES	LGR2 inh	Cneo AK release	XiGFP reactiv	SIRT5 inh	ERAP1 HTS inh	S100A4 inh HTS	PGC1a acetyl inh	C2C12 statin
COc1cccc(CNC(=O)CCNS(=O)(=O)c2cccc3nonc23)c1	-2	6	0.2	3	-1	2	-3	-7
CCOc1ccc(NC(=O)CN(C)C(=O)c2n[nH]c(=O)c3ccccc23)cc1OCC	-2	0	-0.1	2	0	-9	9	-5
COCC(=O)Nc1ccc2c(c1)OC[C@H](C)N(Cc1ccncc1)C[C@H](C)[C@H](OC)CN(C)C2=O	-4	-8	-0.3	-2	1	0	-2	-2
CC[C@]12c3[nH]c4cc(CCC(=O)N(C)C)ccc4c3CCN1C(=O)[C@@H](CC(=O)NCc1cccc(C(F)(F)F)c1)C[C@@H]2C(=O)N1CCN(C(=O)C2CC2)CC1	15	1	0.1	1	8	-2	/	6
O=C(OCC(=O)c1c[nH]c2ccccc12)c1ccc(Br)o1	/	/	/	-3	2	0	-9	/
C[C@@H]1CCCCO[C@H](CN(C)Cc2ccc(C(=O)O)cc2)[C@H](C)CN([C@H](C)CO)C(=O)c2cc(NS(=O)(=O)c3ccccc3)ccc2O1	-12	1	0.9	/	/	/	11	-26
COC(=O)C[C@H]1C=C[C@H](NC(=O)Nc2ccc(C(F)(F)F)cc2)[C@H](CO)O1	25	-12	-0.5	2	-1	3	12	-13
CCC(=O)N1[C@@H]2c3ccc(C4=CCCC4)c(=O)n3C[C@H]1[C@H](CO)[C@H]2C(=O)N[C@H](C)c1ccccc1	-19	1	0.5	-7	3	9	/	-14
CCc1nc(N2[C@@H](C#N)[C@H](c3ccccc3-c3ccc(F)cc3)[C@@H]2CO)sc1C	15	/	0.0	-4	1	4	/	/
COc1ccc(CN2CC3(CN(S(=O)(=O)c4ccc(C)cc4)C3)c3c([nH]c4cc(OC)ccc34)[C@H]2CO)cc1	25	/	0.3	3	/	-10	/	/
CN1c2ccc(-c3ccc(F)cc3)cc2[C@H]2[C@H](CCN2C(=O)Cc2ccccn2)[C@@H]1CO	-62	0	0.0	-9	3	-31	-13	34
O=C(O)CCN1CCc2ccccc2C1c1cccs1 (stereo unspecified)	-20	/	0.0	-2	-1	0	/	/
CC(C)(C)OC(=O)NCCc1nnc(SCc2cccc(Cl)c2)o1	-11	-2	-0.1	-1	/	-4	-11	19
OC[C@H]1[C@@H](c2ccc(C#CC3(O)CCCC3)cc2)[C@@H]2CN(Cc3ccccc3F)CCCCN12	-8	0	0.0	1	0	0	-10	/
COc1ccc(S(=O)(=O)Nc2ccc3c(c2)CC(=O)N([C@@H](C)CO)C[C@@H](C)[C@@H](CN(C)C(=O)Nc2ccc(C(F)(F)F)cc2)O3)cc1	12	1	-0.1	4	4	-33	-2	-8
CCCCCCCCCCCCCCCC(=O)NCCc1c[nH]c2ccccc12	/	-6	/	1	-2	-20	-2	8
OC1C2CCC(C2)C1CN1CCOCC1 (stereo unspecified)	13	-1	0.1	0	0	-6	6	10
Cc1ccccc1NC(=O)NCC1CCN(c2ccc(S(=O)(=O)N3CCOCC3)cc2)CC1	-23	0	0.2	-4	0	-2	-4	-2
COC(=O)CC(NC(=O)c1ccc(C)cc1)c1ccccc1 (stereo unspecified)	-68	-7	/	/	0	2	-6	-3
Clc1ccc(C(c2nnnn2C2CCCC2)N2CCN(c3nc4ccccc4s3)CC2)cc1 (stereo unspecified)	7	3	/	-3	6	1	-12	/
Cc1ccc(Cl)c(OC(=O)Cn2cnc3c2c(=O)n(C)c(=O)n3C)c1	-21	2	0.0	0	1	-4	-1	2
COc1cc(/C=N/NC(=O)c2cccc3ccccc23)cc(OC)c1O	4	-7	0.1	-1	2	-1	12	-7
Cc1noc(C)c1C(=O)Nc1ccc(N(C)C)cc1	-1	2	0.0	0	-1	-1	/	7
O=C(NCC(=O)N1CCN(Cc2ccccc2)CC1)c1ccc(Cl)cc1	-10	10	0.1	0	2	-4	/	/
COc1ccc(C(=O)C2CCN(C(=S)NCCc3ccc(OC)c(OC)c3)CC2)cc1	2	/	0.3	-3	-6	-5	-6	/
COCC#Cc1cnc2c(c1)C(=O)N([C@H](C)CO)C[C@H](C)[C@@H](CN(C)C(=O)CCN1CCCCC1)O2	-18	0	-0.2	-3	2	7	3	-2
C[C@H](O)C#Cc1cnc2c(c1)C(=O)N([C@H](C)CO)C[C@@H](C)[C@H](CN(C)C(=O)CC1CC1)O2	3	24	0.5	0	-1	6	-3	6
CC1(C)Cc2c(sc3nc4n(c(=O)c23)CCC4)CO1	12	1	/	-1	1	2	/	0
CC(Oc1ccc(Cl)cc1)C(=O)Nc1ccc(S(=O)(=O)N2CCOCC2)cc1 (stereo unspecified)	-9	4	-0.1	-4	-4	1	/	1
CCNC(=O)[C@H]1[C@H](CO)[C@H]2Cn3c(ccc(-c4cccc(F)c4)c3=O)[C@H]2N1Cc1cc(F)ccc1F	19	-2	0.4	-12	-2	2	/	23
CC(OC(=O)CSc1ccc([N+](=O)[O-])cc1)C(=O)NCc1ccco1 (stereo unspecified)	-21	0	0.0	7	1	-2	/	6
Cc1ccccc1CN(c1ccc(C(=O)NCc2ccccn2)cc1)S(C)(=O)=O	-6	-3	0.1	0	/	2	6	3
Cc1ccc(C)c(NC(=O)CCN2CCCC(C)C2)c1 (stereo unspecified)	-4	1	0.0	-5	0	-5	13	24
CCOC(=O)c1cc(C(=O)Nc2ccccc2F)nn1C	-20	1	/	2	-5	-7	-4	-9
N#C[C@H]1[C@H](c2ccc(C#Cc3cccc(F)c3)cc2)[C@@H](CO)N1C(=O)C1CCOCC1	19	44	0.6	1	0	6	-8	15
NS(=O)(=O)c1ccc(Sc2ccc3ccccc3c2)nc1	-10	-2	0.2	2	2	1	/	31
O=C(C1=C[C@H](C2CC2)C[C@H](OCCCCO)O1)N1CCCC1	/	15	/	-5	0	15	8	/
CC(C)C(=O)Nc1ccccc1-c1nc2ccccc2[nH]c1=O	-1	-1	-0.1	2	0	-1	13	-12
COC(=O)c1ccccc1NC(=O)CN(c1ccc(C)cc1)S(C)(=O)=O	-8	0	0.0	-4	-4	-1	-3	19
N#Cc1cnn(-c2cc(Cl)ccc2Cl)c1N	1	-5	-0.2	0	1	-2	-2	3
CCCN(CC(=O)Nc1ccccc1C)C(=O)c1ccc(N2CCCC(C)C2)c([N+](=O)[O-])c1 (stereo unspecified)	8	4	0.0	1	1	12	-12	3
COc1ccc(NC(=O)N2CCCCN3[C@H](CO)[C@@H](c4ccc(-c5ccccc5F)cc4)[C@@H]3C2)cc1	22	6	0.0	18*	0	-23	-14	2
Cc1nn(C(C)C(=O)NCc2cccs2)c(C)c1[N+](=O)[O-] (stereo unspecified)	7	/	0.0	/	-4	-5	/	-2
CC(C)NC(=O)N(C)C[C@@H]1Oc2ncc(/C=C/c3ccccc3)cc2C(=O)N([C@H](C)CO)C[C@@H]1C	7	-7	-0.2	-15	1	23	-2	-6
COCC(=O)N(C[C@H]1N[C@H](CO)[C@@H]1c1ccc(-c2cccnc2)cc1)C(C)C	6	1	0.0	0	0	0	-14	-10
C[C@H]1CN([C@@H](C)CO)C(=O)c2cc(NC(=O)CCCCCC(=O)Nc3ccccc3N)ccc2O[C@@H]1CN(C)CC1CCCCC1	-17	/	0.0	/	2	4	5	/
Cc1cc(Cl)ccc1OCC(=O)NCCOc1nc(N2CCCCC2)nc(N2CCOCC2)n1	4	-4	/	/	/	/	11	30
COc1ccc(S(=O)(=O)NC2CC(=O)N(c3ccc(C)c(C)c3)C2)cc1 (stereo unspecified)	-14	/	-0.2	-3	5	3	4	1
CN(C)C(=O)COC(=O)/C=C/c1cn(-c2ccccc2)nc1-c1cccs1	-5	/	0.3	-2	2	9	-32	/
O=C(CNC(=O)c1cccc(Br)c1)N/N=C/c1cccs1	20	1	0.1	-3	-3	-22	-6	2
The listing continues.
SMILES	LGR2 inh	Cneo AK release	XiGFP reactiv	SIRT5 inh	ERAP1 HTS inh	S100A4 inh HTS	PGC1a acetyl inh	C2C12 statin
COc1cc(C(=O)OCC(=O)Nc2cccc(S(=O)(=O)N3CCOCC3)c2)ccc1OCC(C)C	-17	/	0.0	-2	-1	5	/	/
Cc1ccc(S(=O)(=O)N2[C@@H](c3cccc(Cl)c3)C(C(=O)O)=CC[C@H]2c2cccs2)cc1	-13	-1	0.0	0	3	1	/	14
C[C@@H]1CN([C@@H](C)CO)S(=O)(=O)c2ccc(C#CC3CCCCC3)cc2O[C@@H]1CN(C)Cc1cccnc1	-4&6	1&0&-18	-0.1&-0.5	-4&-17&5	-1&1&1	-4&6&14	-12&-7&-14	-28&-94&-47
CC(C)C[C@H](NC(=O)c1nc[nH]c1C(=O)NCc1ccccc1)C(=O)OC(C)(C)C	/	3	0.6	1	0	7	-1	7
COC(=O)c1ccccc1OCCN1CCCCCC1	15	/	0.0	-5	-1	25	/	/
C[C@H](CO)N1C[C@H](C)[C@@H](CN(C)Cc2ccc(C(=O)O)cc2)OCCCC[C@H](C)Oc2ccc(NC(=O)Cc3ccccc3)cc2C1=O	2	-3	0.0	-3	-3	15	5	/
COc1ccc(-c2ccc([C@H]3[C@@H](CO)N4CCCCN(C(=O)NC(C)C)C[C@@H]34)cc2)cc1	7	0	0.0	1	1	-7	2	10
CC(C)C#Cc1cnc2c(c1)C(=O)N([C@@H](C)CO)C[C@@H](C)[C@@H](CN(C)C(=O)c1cccnc1)O2	4	1	-1.2	-4	2	-3	2	-10
c1ccc(-c2nc(N3CCOCC3)sc2-c2ccccc2)cc1	3	/	0.1	-1	-3	-3	4	2
C[C@@H]1CN([C@@H](C)CO)C(=O)c2cc(NS(=O)(=O)c3ccccc3)ccc2O[C@H]1CN(C)S(=O)(=O)c1ccc(F)cc1	4	/	0.0	/	/	/	1	-35
C=CCCC1CN(Cc2ccc(OC)cc2)S(=O)(=O)c2c(cccc2N2CCCCC2)O1 (stereo unspecified)	3	/	0.1	-1	-4	2	/	/
C=CCn1c(SCC(=O)N2CCCC2)nc2c([nH]c3ccccc32)c1=O	17	2	-0.1	-4	2	-15	/	/
COc1ccc(OCc2cc(C(=O)NC3CCOC(C)(C)C3)no2)c2ccccc12 (stereo unspecified)	-60	-4	0.2	-1	0	7	/	-9
O=C(NC(c1ccc(Cl)cc1)c1c(O)ccc2ccccc12)c1ccccc1 (stereo unspecified)	?	-3	/	/	/	/	-1	-20
COCC(=O)N(C[C@H]1N[C@@H](CO)[C@@H]1c1ccc(-c2cccnc2)cc1)C(C)C	-7	0	0.0	2	-1	-5	-5	-4

Complete entries, quoted from the list:
Results for `COCC(=O)N(C[C@H]1N[C@@H](CO)[C@@H]1c1ccc(-c2cccnc2)cc1)C(C)C` : LGR2 inh: -7; Cneo AK release: 0; XiGFP reactiv: 0.0; SIRT5 inh: 2; ERAP1 HTS inh: -1; S100A4 inh HTS: -5; PGC1a acetyl inh: -5; C2C12 statin: -4
Results for `C=CCn1c(SCC(=O)N2CCCC2)nc2c([nH]c3ccccc32)c1=O` : LGR2 inh: 17; Cneo AK release: 2; XiGFP reactiv: -0.1; SIRT5 inh: -4; ERAP1 HTS inh: 2; S100A4 inh HTS: -15; PGC1a acetyl inh: /; C2C12 statin: /
